TDP1 inh: qHTS Assay for Inhibitors of Tyrosyl-DNA Phosphodiesterase (TDP1). recombinant TDP1, AlphaScreen DNA substrate cleavage. Potency, µM (top dose mostly 130 µM), inactives show top-dose activity change, negative = inhibition, most hits filed as inhibitors. hit rate 0.28% among 350,000; note: nearly all actives have a fitted effect of over 40% in size
Target sequence (Q9NUW8 whole entry, looked up): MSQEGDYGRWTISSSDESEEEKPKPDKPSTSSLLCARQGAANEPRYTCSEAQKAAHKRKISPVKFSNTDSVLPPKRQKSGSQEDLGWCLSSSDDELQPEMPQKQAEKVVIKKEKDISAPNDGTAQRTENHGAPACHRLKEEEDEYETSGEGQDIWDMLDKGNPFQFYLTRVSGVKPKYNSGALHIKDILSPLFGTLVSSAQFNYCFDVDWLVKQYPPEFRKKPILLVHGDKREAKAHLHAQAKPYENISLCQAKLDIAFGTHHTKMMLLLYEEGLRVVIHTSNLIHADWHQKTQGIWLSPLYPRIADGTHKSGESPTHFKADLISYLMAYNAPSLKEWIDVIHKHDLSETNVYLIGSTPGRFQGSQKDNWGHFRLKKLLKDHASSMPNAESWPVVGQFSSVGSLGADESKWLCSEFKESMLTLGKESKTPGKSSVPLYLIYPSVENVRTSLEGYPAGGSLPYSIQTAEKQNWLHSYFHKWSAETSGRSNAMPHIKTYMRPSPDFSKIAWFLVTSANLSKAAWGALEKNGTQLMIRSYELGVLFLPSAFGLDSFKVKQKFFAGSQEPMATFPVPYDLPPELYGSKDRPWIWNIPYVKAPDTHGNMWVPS
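Recombinant E. coli-expressed Tdp1 (1 nM) preincubated with compound 15 min at RT, then 5'-biotin/3'-phosphotyrosine-FITC DNA substrate (15 nM) added for 5 min. AlphaScreen beads (10 ug/ml) added, 10 min RT; tyrosine-FITC cleavage read as signal loss.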
TDP1 cell noCPT: qHTS for Inhibitors of human tyrosyl-DNA phosphodiesterase 1 (TDP1): qHTS in cells in absence of CPT | DT40 Tdp1-/- hTDP1 cells, no CPT, ATP luminescence, 48 h | Potency, µM (series often up to 46.2 µM), inactives show top-dose activity change, negative = growth inhibition, hits mostly inhibitors | hit rate 15% among 420,000 | AID 686978, 2013; note: nearly all actives have a fitted effect of over 55% in size
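Cells were dispensed at 400 per well, compounds added by pin tool, plates incubated ≥48 hr at 37 °C, then CellTiter-Glo added for 30 min at room temperature before luminescence reading. Line: DT40 Tdp1-/- complemented with hTDP1; camptothecin omitted.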
TDP1 cell CPT: qHTS for Inhibitors of human tyrosyl-DNA phosphodiesterase 1 (TDP1): qHTS in cells in presence of CPT; chicken DT40 Tdp1-/-;hTDP1 cells + 20 nM CPT, ATP luminescence, 48 h; Potency, µM (series often up to 46.2 µM), for the others: at the highest dose activity change, negative = growth inhibition, hits mostly inhibitors; hit rate 12% among 420,000; AID 686979, 2013; note: nearly all actives have a fitted effect of over 55% in size
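Chicken DT40 Tdp1-/- cells stably complemented with human TDP1 were seeded at 400 cells/well in medium containing 20 nM camptothecin, exposed to pin-transferred compounds, and grown at 37 °C for at least 48 hr. Viability was read as ATP luminescence.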
* marks the source's active call; other numbers are inactive results; ? = inconclusive; . = not tested or not shown; ! = a repeat was not active; [ ] = another dose, or the depositor's remark. Calls come from the whole dose curve; as a rule, active = well fitted curve in the direction sought with a large enough effect; inconclusive = small, poorly fitted or top-dose-only effect, or another doubt; inactive = no such curve, though single readings can be large; an effect the other way counts as inactive or inconclusive. % is set by controls: 0 for no effect and ±100 for the full control effect; potency is the fitted concentration of half-maximal effect. Rows were taken by chance; 18% or so of the library scored in one or more.

SMILES	TDP1 inh	TDP1 cell noCPT	TDP1 cell CPT
CCOC(=O)N1CCN(C(=O)CN(C2CCCCC2)S(=O)(=O)c2c(C)cc(C)cc2C)CC1	-1%	?	?
COCCNC(=O)COC(=O)C1=Cc2ccccc2OC1	7%	9%	-8%
COc1cc(C(=O)c2ccc3c(c2)OCO3)cc(OC)c1OC	.	5.2µM*	2.6µM*
Cc1cc(NC(=O)CSc2nnc(CNc3ccc(F)cc3)n2C2CCCCC2)no1	-2%	?	10µM*
CCN1CCc2c(sc3c2c(NCc2ccco2)nc2nnnn23)C1	-10%	?	?
Cc1ccc(Cl)cc1NC(=O)CCN1C(=O)C2C3CCC(C3)C2C1=O (configuration not stated)	-2%	3%	10%
CCN(C(=O)COC(=O)c1cc(Cl)ccc1OC)c1c(N)n(Cc2ccccc2)c(=O)[nH]c1=O	-5%	-19%	-7%
Cc1cccc(C(=O)N/N=C/c2ccc[nH]2)c1	2%	?	4%
CCCN1Cc2cccc(C(=O)Nc3ccccc3C(=O)OC)c2C1=O	-2%	16µM*	23µM*
CCc1nnc(NC(=O)c2ccc(OC)cc2)s1	3%	8%	-16%
COc1ccc(N2CCN(C(=O)C3CCCN(C(=O)c4cc5sccc5n4C)C3)CC2)cc1 (configuration not stated)	4%	?	?
CCOC(=O)C1(CCC(=O)OCc2ccccc2)CCCCC1=O (configuration not stated)	.	-2%	1%
CNc1nc(-c2ccccc2)c(-c2ccccc2)s1	.	?	?
Cc1ccc(CC(=O)OCC(=O)c2ccc[nH]2)cc1C	-6%	-3%	-23%
CC(=O)C(=Cc1ccc(O)cc1)C(C)=O	6%	-23%	-7%
CC1C(=O)N2CCCc3cc(NC(=O)C(=O)NCCc4c[nH]c5ccccc45)cc1c32 (configuration not stated)	.	-26%	?
CC(C)(C)C(=O)NC(NC(=S)Nc1ccc(S(N)(=O)=O)cc1)C(Cl)(Cl)Cl (configuration not stated)	1%	?	-7%
Nc1c(Cl)ncnc1N/N=C/c1ccc(O)cc1	.	-30%	-25%
O=C(c1cc(-c2ccc(Cl)cc2)n[nH]1)N1CCN(C(=O)c2ccco2)CC1	5%	-12%	-27%
Cc1ccc(C(=O)C2Oc3ccccc3C3CC(c4ccc(C)cc4)=NN23)cc1 (configuration not stated)	7%	?	?
Cc1ccc(C(=O)Nc2cccc3cccnc23)cc1Br	.	?	3%
NS(=O)(=O)c1ccc(CCN=Cc2ccccc2O)cc1	2%	-14%	-10%
CC1(C(=O)NS(=O)(=O)c2ccc3c(c2)CCO3)CCN1C(=O)CCc1ccc(Cl)cc1Cl (configuration not stated)	.	-10%	?
Cc1ccc(Nc2nc(N)c([N+](=O)[O-])c(NCc3ccccc3)n2)cc1	8%	?	-30%
Cc1ccc(Cl)cc1N1CCN(C(=S)NCCc2ccccc2)CC1	-3%	?	?
CCC1CCc2c(sc3ncnc(N4CCOCC4)c23)C1 (configuration not stated)	7%	18µM*	?
O=C1NC[C@@H](Cc2cccc3ccccc23)N(CCC23CC4CC(CC(C4)C2)C3)C1=O	-5%	-17%	?
C=CC(C1=CC(=O)C(OC)=C(OC)C1=O)c1ccccc1 (configuration not stated)	20%[56.1 µM]	0.73µM*	0.82µM*
CC1CC(C)CN(CC(O)COC2CC(C)CC(C)(C)C2)C1 (configuration not stated)	.	?	?
Cc1[nH]nc(N2CCCCCC2)c1[N+](=O)[O-]	-2%	-11%	-5%
COc1ccc(N2CCN(C(=O)CSCc3nc(-c4ccccc4Cl)oc3C)CC2)cc1	12%	16µM*	15µM*
Cc1ccc(C)c(NC(=O)c2cc(S(=O)(=O)N3CCN(c4cccc(Cl)c4)CC3)ccc2F)c1	8%	?	?
O=C(NNC1CC(=O)N(c2ccccc2)C1=O)c1ccco1 (configuration not stated)	8%	-7%	-4%
C=CCOc1ccc(Br)cc1/C=N/O	2%	-24%	-12%
Cc1ccc(C)c(N2CCN(C(=O)c3ccc(CS(=O)(=O)c4ccc(Br)cc4)o3)CC2)c1	7%	?	?
CC(=O)Nc1cc(-c2ccc(N3CCN(C)CC3)cc2)cn2c(-c3ccc(F)c(Cl)c3)cnc12	.	?	18µM*
Cc1cccc(CN(C)C[C@@H]2OCc3cnnn3CCCC(=O)N([C@H](C)CO)C[C@H]2C)c1	.	-26%	-4%
CCOC(=O)/C=C1\SCC(=O)N1CC(=O)Nc1ccccc1OC(F)F	3%	-3%	-7%
COc1ccc(-n2cnnc2SCC(=O)Nc2cccc(S(N)(=O)=O)c2)cc1	2%	4%	-3%
C#CCOCCOCCOCCNc1nc(N2CCOCC2)nc(N2CCN(C(=O)[C@H](Cc3ccc(O)cc3)n3cc([C@@H](N)CC(C)C)nn3)CC2)n1	4%	14%	2%
Cc1cc(OCC(=O)N(Cc2ccco2)c2c(N)n(Cc3ccccc3)c(=O)[nH]c2=O)ccc1Cl	0%	?	26µM*
Cc1cccc(C)c1C(O)c1ncc(-c2ccc(Cl)cc2)[nH]1 (configuration not stated)	.	?	-27%
Cc1cc2c(C)cc(=O)oc2c2c1NCCC2	4%	-20%	-2%
CC(C)(C)OC(=O)N1CCC(c2c(C(=O)NC3CCN(Cc4ccccc4)CC3)cnn2-c2ccc(F)cc2F)CC1	4%	8.2µM*	12µM*
CC1(c2ccc([N+](=O)[O-])cc2)NC(=O)N(CC(=O)Nc2cccnc2Cl)C1=O (configuration not stated)	.	1%	-2%
CCOC(=O)C1CCN(S(=O)(=O)c2cc(-c3cc(C)no3)ccc2C)CC1	-8%	?	?
CCCCC12CN3CC(C)(CN(C1)C3c1ccc(O)c(OC)c1)C2=O (configuration not stated)	-2%	-2%	-3%
CCCC(=O)NC1CCc2cc(OC)c(OC)c(OC)c2-c2ccc(OC)c(=O)cc21 (configuration not stated)	.	0.016µM*	0.016µM*
Cc1ccc(NC(=O)/C(C#N)=C/c2ccsc2)c(C)c1	-3%	8%	-3%
CN(CCOc1ccc(Cl)cc1)C(=O)C1=CC=CN2CCS(=O)(=O)N=C12	1%	18%	-8%

Sorted by molecular weight (low to high): 3 of the compounds above
SMILES	TDP1 inh	TDP1 cell noCPT	TDP1 cell CPT
Cc1ccc(NC(=O)/C(C#N)=C/c2ccsc2)c(C)c1	-3%	8%	-3%
CCOC(=O)C1CCN(S(=O)(=O)c2cc(-c3cc(C)no3)ccc2C)CC1	-8%	?	?
CN(CCOc1ccc(Cl)cc1)C(=O)C1=CC=CN2CCS(=O)(=O)N=C12	1%	18%	-8%

Additional entries follow.
SMILES	TDP1 inh	TDP1 cell noCPT	TDP1 cell CPT
Cc1cccc(NC(=O)CN2CCN(C(=O)c3c(C)nn(Cc4ccccc4)c3C)CC2)c1C	0%	-23%	-24%
C=CCn1c(C(C)NC(=O)c2ccccc2)n[nH]c1=S (configuration not stated)	-5%	-3%	2%
C=CCOc1c(CNc2ccc(S(N)(=O)=O)cc2)cccc1OC	5%	18µM*	?
COCCCNC(=O)COc1ccc2oc3c(c2c1)CCCC3	5%	?	?
Cc1cccc(NC(=O)C2CCC(CNC(=O)[C@@H]3Cc4ccccc4CN3)CC2)c1 (some centres not stated)	8%	-7%	-17%
O=C(O)c1ccc(N=C2c3ccccc3-c3ccccc32)cc1	.	19%	9%
CC(=O)NS(=O)(=O)c1ccc(NC(=O)c2cccc(S(=O)(=O)N3CCc4ccccc43)c2)cc1	0%	-6%	-6%
CCOC(=O)CCN1C(=O)c2ccccc2Sc2ncccc21	.	-24%	-11%
CN(C)C(=O)c1cc(C(=O)c2ccc(F)cc2F)c[nH]1	.	-22%	18%
CNCCC(Oc1ccccc1OC)c1ccccc1 (configuration not stated)	7%[56.1 µM]	23µM*!	13µM*!
COc1cc(OC)cc(C(=O)N[C@H](C(=O)OCC(=O)c2ccc3c(c2)NC(=O)CO3)C(C)C)c1	7%	-15%	22%
COc1ccc(CCn2c(=N)c(C(=O)NC3CCCC3)cc3c(=O)n4cccc(C)c4nc32)cc1	2%	1.8µM*	1.5µM*
COc1cccc(OCC(Cn2cnc3ccccc32)OC(C)=O)c1 (configuration not stated)	3%	?	?
Oc1ccc(-c2onc3ccc(Cl)cc23)cc1	1%	?	?
COc1ccc(C(=O)Nc2ccc(SC(F)F)cc2)cc1	3%	?	-30%
COC(=O)[C@H](Cc1c[nH]c2ccccc12)NC(=O)Nc1ccccc1OC	4%	-7%	26%
CC(C)CCNC(=O)CCS(=O)(=O)c1cccc2nonc12	-2%	6%	-17%
Cc1cccc(NC(=S)NC(=O)c2oc3ccccc3c2C)n1	1%	-41%	?
Cc1ccc(C(=O)Oc2cc(C)[nH]c(=O)c2[N+](=O)[O-])cc1	-11%	-5%	-10%
COc1cccc(-c2cc(C(=O)N3CCCCC3C)no2)c1 (configuration not stated)	1%	-23%	-18%

Quoted at random: four entries already listed.
SMILES	TDP1 inh	TDP1 cell noCPT	TDP1 cell CPT
COc1ccc(C(=O)Nc2ccc(SC(F)F)cc2)cc1	3%	?	-30%
Cc1ccc(Nc2nc(N)c([N+](=O)[O-])c(NCc3ccccc3)n2)cc1	8%	?	-30%
CCOC(=O)CCN1C(=O)c2ccccc2Sc2ncccc21	.	-24%	-11%
CCN1CCc2c(sc3c2c(NCc2ccco2)nc2nnnn23)C1	-10%	?	?

Next entries
SMILES	TDP1 inh	TDP1 cell noCPT	TDP1 cell CPT
CC(=O)Nc1ccc(SC[C@H](Cc2ccccc2)N2CC[C@@H](C)CCC2=O)cc1	1%	?	?
NNc1ccc(Cc2ccc(Cl)cc2Cl)nn1	3%	?	2%
COc1ccc(OC)c(NC(=O)CS(=O)(=O)Cc2nc(-c3ccccc3C)oc2C)c1	9%	3%	5%
CCCn1nnc(NC(=O)c2ccc(-c3ccccc3)cc2)n1	-2%	?	-26%
CCOC(=O)N1CCC(NC(=O)c2cnn(-c3ccc(C)cc3)c2C2CCN(C(=O)OC(C)(C)C)CC2)CC1	3%	?	21µM*
Cc1ccnc(NC(=O)c2ccc(Cl)c(NC(=O)c3ccccc3C)c2)c1	7%	?	?

One compound at a time (already shown). Screens in order: TDP1 inh | TDP1 cell noCPT | TDP1 cell CPT
CC(=O)Nc1ccc(SC[C@H](Cc2ccccc2)N2CC[C@@H](C)CCC2=O)cc1 as listed: 1% | ? | ?
COc1ccc(OC)c(NC(=O)CS(=O)(=O)Cc2nc(-c3ccccc3C)oc2C)c1 as listed: 9% | 3% | 5%
CCOC(=O)N1CCC(NC(=O)c2cnn(-c3ccc(C)cc3)c2C2CCN(C(=O)OC(C)(C)C)CC2)CC1 as listed: 3% | ? | 21µM*
CCCn1nnc(NC(=O)c2ccc(-c3ccccc3)cc2)n1 as listed: -2% | ? | -26%

Part of the list above, reduced to TDP1 inh and TDP1 cell noCPT.
mol	TDP1 inh	TDP1 cell noCPT
CC(C)(C)C(=O)NC(NC(=S)Nc1ccc(S(N)(=O)=O)cc1)C(Cl)(Cl)Cl (configuration not stated)	1%	?
NNc1ccc(Cc2ccc(Cl)cc2Cl)nn1	3%	?
Cc1cccc(C)c1C(O)c1ncc(-c2ccc(Cl)cc2)[nH]1 (configuration not stated)	.	?
